TEAD-YAP block = TEAD-YAP interaction inhibition, primary screen, TEAD-YAP interaction inhibitor project, luminescence, HEK-TIYL cells; TEAD-Gal4/YAP UAS-luciferase luminescence; inhibition, % at 9.12 µM; 1.4% of 640,000 active; AID 1259422, 2018; in the data active = inhibition above about 32%;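 also: 0% = median of test compound wells and 100% = reference inhibitor wells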
FBW7 activator = FBW7 E3 ligase activators, primary screen, biochemical, AlphaScreen, human; F-box/WD repeat-containing protein 7 (Homo sapiens), Q969H0; 0.13% of 650,000 active; AlphaScreen FBW7–phospho-cyclin E peptide binding, activator screen; normalized activity (activation), % at 26.1 µM; AID 1259310, 2017; in the data active = normalized activity above about 1.9%;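 also: purified mutant Fbw7 with reduced substrate affinity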
Target sequence (Q969H0 whole entry, looked up): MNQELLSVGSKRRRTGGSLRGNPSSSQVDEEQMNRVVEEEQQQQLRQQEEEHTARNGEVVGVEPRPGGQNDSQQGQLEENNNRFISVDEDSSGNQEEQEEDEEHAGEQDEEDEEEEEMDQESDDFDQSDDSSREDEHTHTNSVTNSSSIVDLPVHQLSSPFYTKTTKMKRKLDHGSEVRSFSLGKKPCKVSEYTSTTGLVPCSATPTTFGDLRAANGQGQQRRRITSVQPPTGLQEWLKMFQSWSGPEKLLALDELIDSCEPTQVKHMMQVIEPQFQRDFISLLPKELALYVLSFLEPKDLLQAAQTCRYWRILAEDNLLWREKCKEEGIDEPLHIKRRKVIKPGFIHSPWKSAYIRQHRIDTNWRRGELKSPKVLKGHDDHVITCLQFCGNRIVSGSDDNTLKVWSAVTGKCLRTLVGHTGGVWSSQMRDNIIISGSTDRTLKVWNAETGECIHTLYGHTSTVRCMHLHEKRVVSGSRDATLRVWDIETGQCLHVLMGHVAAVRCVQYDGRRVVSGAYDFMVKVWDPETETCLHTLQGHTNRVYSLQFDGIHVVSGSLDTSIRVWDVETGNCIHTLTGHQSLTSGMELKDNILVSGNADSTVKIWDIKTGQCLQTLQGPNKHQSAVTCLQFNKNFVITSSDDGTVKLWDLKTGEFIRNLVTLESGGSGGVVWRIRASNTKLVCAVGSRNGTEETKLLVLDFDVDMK
MITF inh = MITF inhibitors, primary screen, biochemical, AlphaScreen, human. AID 1259374, 2018. inhibition, % at 2.6 µM. 0.91% of 650,000 active. AlphaScreen MITF homodimerization, bead proximity signal; in the data active = inhibition above about 50%;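 also: 0% = vehicle wells with protein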
GPR151 ag = activators of human GPR151, primary screen, cell-based, PathHunter beta-arrestin, luminescence; PathHunter beta-arrestin GPR151 cells; activation, % at 11.2 µM; 1% of 650,000 active; AID 1508602, 2020; in the data active = activation above about 4.9%;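 also: 0% = median of compound wells and 100% = cells with positive control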
Target sequence (Q8TDV0 whole entry, looked up): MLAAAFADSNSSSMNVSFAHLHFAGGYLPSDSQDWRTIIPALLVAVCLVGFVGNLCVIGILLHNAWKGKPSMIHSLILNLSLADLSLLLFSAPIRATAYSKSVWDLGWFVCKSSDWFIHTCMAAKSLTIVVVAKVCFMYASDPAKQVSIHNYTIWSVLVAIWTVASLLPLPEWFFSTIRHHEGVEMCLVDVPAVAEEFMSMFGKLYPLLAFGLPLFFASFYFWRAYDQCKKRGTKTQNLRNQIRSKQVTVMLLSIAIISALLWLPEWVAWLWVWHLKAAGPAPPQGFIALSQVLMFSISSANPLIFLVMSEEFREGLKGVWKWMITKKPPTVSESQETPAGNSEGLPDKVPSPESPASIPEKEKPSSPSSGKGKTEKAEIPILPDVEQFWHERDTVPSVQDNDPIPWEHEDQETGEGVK
* hit, by the source's call.

SMILES | TEAD-YAP block | FBW7 activator | MITF inh | GPR151 ag
COCc1cc(=O)n2[nH]c(-c3ccc(C(C)(C)C)cc3)cc2n1 | -10.1 | 0.2 | 12.4 | -1.3
CCCNc1nccn2c(-c3ccc(N4CCOCC4)cc3)cnc12 | 4.6 | 0.1 | -18.1 | -1.5
COc1ccc(C2C(C#N)=C(N)N(c3ccc(Br)cc3F)C3=C2C(=O)CC(C)(C)C3)cc1OC (configuration not stated) | 12.9 | 0.2 | 18.9 | 1.3
CCOC(=O)C1=C(C)N=c2s/c(=C\c3c(C)[nH]c4ccccc34)c(=O)n2C1c1ccc(Cl)cc1 (configuration not stated) | 5.1 | 0.0 | 0.7 | 1.2
Cc1ccc(N2C(=O)/C(=C/c3ccc(N4CCOCC4)o3)C(=O)N(C)C2=S)cc1 | -7.7 | -0.1 | 9.1 | 0.2
COc1ccccc1/C=C/C=N\NC(=O)Cc1cccs1 | -31.7 | 0.1 | -4.4 | 0.4
COC(=O)CN(c1ccc(C)c(Cl)c1)S(C)(=O)=O | 1.0 | -0.1 | -17.5 | -1.0
O=C(C1c2ccccc2Oc2ccccc21)N1CCC(Cc2ccccc2)CC1 | -13.5 | 0.1 | -8.4 | -1.7
CCN1CCC(NCc2ccccc2C(F)(F)F)CC1 | 5.8 | -0.1 | -2.2 | 0.7
O=C(Nc1ccccc1)c1cc2ccccc2oc1=Nc1ccccc1 | -49.1 | 0.0 | -5.8 | -1.2
Cc1ccc(Oc2nc3ccccn3c(=O)c2/C=C(\C#N)C(N)=O)c(C)c1 | 7.2 | 0.0 | -1.7 | -12.3
CC(c1ccccc1F)n1cc(C(=O)NCc2cccnc2)nn1 (configuration not stated) | 3.7 | 0.0 | -1.2 | -0.2
c1ccc2c(c1)CC1(CCCCC1)N=C2N1CCOCC1 | 10.6 | 0.1 | 1.1 | -0.3
O=C(c1cnn2ccccc12)N1CCc2ccccc21 | -5.5 | 0.0 | 1.7 | -4.6
CN(CC(=O)Nc1ccc(F)cc1)c1nnc(N2CCCC2=O)s1 | -5.0 | 0.7 | -2.2 | -2.7
O=C(NCc1ccccc1Cl)C1CCN(C(=O)Nc2cccs2)CC1 | -15.4 | -0.5 | 0.4 | 0.7
O=C(O)c1ccccc1C(=O)c1nc2c([nH]1)C(=O)c1ccccc1-2 | 9.7 | -0.2 | 14.1 | -0.5
O=C(NCCCc1ccccc1)c1ccccc1[N+](=O)[O-] | 7.7 | 0.4 | 15.3 | -1.6
CC(C)c1ccc(NC(=O)Cc2ccccc2[N+](=O)[O-])cc1 | -47.5 | 0.5 | 13.9 | -1.6
O=C(C1=C(O)C(=O)N(c2nncs2)C1c1cccc([N+](=O)[O-])c1)c1cccs1 (configuration not stated) | -9.6 | 0.1 | -4.8 | -0.1
O=C(NCc1ccc(Cl)cc1)c1ccc2c(c1)NC(=O)c1ccccc1S2 | 6.9 | 0.0 | -5.0 | 0.4
O=C(Nc1ccc(Cl)c(C(=O)O)c1)c1cccc([N+](=O)[O-])c1 | -6.1 | 0.1 | -1.8 | -8.1
Cc1ccc(SCCC(=O)Nc2ccc(S(=O)(=O)N3CCOCC3)cc2)cc1 | 7.4 | 0.1 | -0.3 | 0.0
O=C1C2C3c4ccccc4C(c4ccccc43)C2C(=O)N1C1=NCCS1 (configuration not stated) | -4.8 | 0.0 | 5.2 | 0.8
Cc1ccc(CN2CCNC(=O)C2CC(=O)NCCC2=CCCCC2)o1 (configuration not stated) | 1.7 | 0.3 | 24.2 | -0.6
Cc1cc(C)n(C(=O)c2ccc(C)c(S(=O)(=O)N3CCCCCC3)c2)n1 | -1.7 | -0.2 | -0.9 | 2.7
Cc1ccc(NC(=O)C(C)C)c(C(=O)c2ccccc2)c1 | 4.3 | 0.0 | -3.0 | 0.8
O=C(CSc1nnnn1-c1ccccc1)NCCOC12CC3CC(CC(C3)C1)C2 | -6.5 | 0.1 | -7.1 | 0.2
N#C/C(=N\Nc1ccccc1C(F)(F)F)C(=N)N1CCOCC1 | -15.3 | -0.1 | -2.4 | -0.8
Cc1ccc(CNC(=O)CN2N=C(c3ccccc3)CCC2=O)cc1 | 1.3 | 1.1 | -5.8 | -0.3
O=C(O)Cc1ccc(NCc2ccc(F)cc2)cc1 | -6.3 | -0.1 | 7.5 | -1.4
CCOC(=O)CN(CC(=O)OCC)c1ccccc1OCCOc1ccccc1N(CC(=O)OCC)CC(=O)OCC | 7.0 | -0.1 | -5.2 | 0.6
CC(=O)Oc1ccc(-c2ccc(C(=O)OCC(=O)NC(C)(C)C)cc2)cc1 | 1.9 | 0.2 | 14.5 | 0.8
Cc1ccc(NC(=O)NCc2cccn2C)cc1C | -35.3 | 0.5 | 12.4 | -0.1
O=C(c1cc2c(s1)CCCC2)N1CCN(CCO)CC1 | 1.6 | 0.1 | -2.4 | 0.2
O=[N+]([O-])c1ccc(C2Oc3ccccc3C3CC(c4cccs4)=NN32)cc1 (configuration not stated) | -26.2 | -0.1 | 0.9 | -1.1
CCCC(=O)Nc1ccc(C(=O)NN2C(=O)c3ccccc3C2=O)cc1 | 2.5 | 0.2 | -2.1 | -0.8
CCCCOC(=O)c1ccc(NC(=O)C2CCC(C)CC2)cc1 (configuration not stated) | 4.1 | 0.0 | 12.9 | -0.7
O=C(Cc1ccccc1)N1CCC[C@@H]2CN(C/C=C/c3ccccc3)CC[C@H]21 | 2.7 | 0.0 | 3.8 | -1.8
CCOC(=O)c1ccccc1NC(=O)CSc1nnc(NC(=O)C(C)(C)C)s1 | -7.5 | -0.1 | -11.2 | -1.7
CCOC(=O)CNC(=O)N1CCSc2ccccc21 | 7.8 | 0.4 | 10.6 | 0.2
CC(=O)c1ccc(OC(=O)c2cccc(Br)c2)cc1 | -18.5 | 0.1 | 23.4 | 17.3*
CC(C)(C)c1ccc(C(=O)Nc2nnc3n2CCCS3)cc1 | -42.8 | -0.1 | -7.3 | -1.5
O=C1c2oc3ccc(F)cc3c(=O)c2C(c2ccccc2F)N1CCN1CCOCC1 (configuration not stated) | -11.8 | -0.1 | -9.9 | 0.7
CCCOC(=O)C1=C(C)NC2=C(C(=O)CCC2)C1c1ccccc1OCC (configuration not stated) | 6.8 | -0.1 | 1.4 | -0.4
Cn1c(=O)n(CC(=O)Nc2ccccc2F)c(=O)c2ccccc21 | 8.7 | 0.2 | 20.9 | -0.3
O=C(Nc1nc(-c2ccccc2)c(-c2ccccc2)s1)c1cccc(F)c1 | -2.7 | 0.1 | 6.9 | 2.2
O=C(NCc1ccccc1)C(c1cccnc1)N(C(=O)c1cnccn1)c1ccc(F)cc1 (configuration not stated) | 3.1 | 0.4 | 8.6 | 1.6
Cc1ccc(NC(=O)C2CC(=O)N(C3CCCCC3)C2)cc1C (configuration not stated) | 0.0 | -0.1 | -7.7 | 0.5
Cc1nc2ccccc2c(=O)n1NC(=O)c1cc(Cl)ccc1[N+](=O)[O-] | 9.1 | 1.0 | 13.0 | -0.8
Cc1cc(NS(=O)(=O)c2ccc(Br)cc2)c(C)cc1O | -7.0 | 0.0 | -7.8 | 1.3
O=C(O)c1ccccc1Oc1ncc(Cl)cn1 | 1.7 | 0.2 | 8.4 | 0.7
CC1CCC(N=c2c([N+](=O)[O-])nn(-c3ccc(Cl)cc3)n2O)CC1 (configuration not stated) | -1.9 | -0.8 | 34.8 | -0.1
CCOc1ccccc1NC(=O)C(=O)N/N=C/c1ccc(Br)cc1 | -5.8 | -0.1 | 1.0 | 0.0
COc1cc(OC)c(NC(=O)Cn2c(=O)n(Cc3ccccc3)c(=O)c3nccnc32)cc1Cl | -2.2 | -0.1 | -5.3 | 0.0
COc1ccc(OC)c(C2C(C(C)=O)=C(O)C(=O)N2Cc2cccnc2)c1 (configuration not stated) | -5.0 | 0.3 | 13.8 | -0.9
COc1cccc(-c2cc(C(=O)Nc3cc(OC)c(Cl)cc3OC)no2)c1 | -4.6 | 0.1 | 11.2 | 0.0
COc1ccc(C(=O)Nn2c(CCC(=O)O)ccc2-c2ccc(F)cc2)cc1OC | 10.3 | -0.2 | -227.4 | -0.3
O=C(Nc1ccccc1[N+](=O)[O-])c1ccc(Br)c(S(=O)(=O)NCc2ccccc2)c1 | -3.7 | 0.0 | 14.6 | 0.3
COc1cccc(NC(=O)c2nn(C)cc2Br)c1 | -16.4 | -0.1 | 0.7 | -2.5

(next part)
Every second line gives: TEAD-YAP block, FBW7 activator, MITF inh, GPR151 ag
- Cc1ccc(CS(=O)(=O)CCC(=O)N2CCOCC2)cc1
 : -9.8, -0.2, -4.0, -0.3
- O=C(Cn1c(-c2cncs2)nc2ccccc21)Nc1ccc(OC(F)(F)F)cc1
 : 7.5, 0.1, 13.8, 0.6
- NC(=O)c1cc(Oc2ccc(Br)cc2)nc2ccccc12
 : 4.5, 0.1, 14.0, -0.4
- CCOc1cc(/C=C2/C(=O)ON=C2C)cc(I)c1OC(C)C
 : -5.2, 0.1, 41.4, -0.5
- O=C(Nc1ccccn1)c1ccc(Cl)cc1[N+](=O)[O-]
 : 8.4, 0.0, 12.2, -1.0
- CCCCCOc1ccc(NC(=O)c2cc(SC)ccc2Cl)cc1
 : 0.1, 0.1, 5.0, -0.1
- NC(=O)c1cc(NC(=O)Cc2ccccc2)ccc1N1CCOCC1
 : 1.5, 0.0, 1.2, -1.6
- CN(C)S(=O)(=O)c1cccc(NC(=S)NN)c1
 : 2.7, 0.1, 19.6, -2.0
- Cc1cc(C)c2nc(N3CCC(C(=O)N4CCC(N5CCCCC5)CC4)CC3)sc2c1
 : 5.6, -0.1, -1.6, -0.4
- CCC(=O)OC1c2ccccc2C(=O)N1Cc1ccccc1 (configuration not stated)
 : 1.3, 0.0, 0.6, -0.4
- O=C(Cn1ccc2ccccc2c1=O)NCCC(=O)N1CCCC1
 : 5.5, 0.0, 11.6, 0.9
- O=C1C(=O)N(CCOCCO)C(c2cccnc2)/C1=C(\O)c1ccc(Cl)cc1 (configuration not stated)
 : 0.4, 0.0, 21.6, 0.1
- Cc1n[nH]c(C)c1NC(=O)CSc1ncnc2sc(C)c(C)c12
 : 5.7, 0.0, -1.0, 1.3
- O=C(Nc1ccc(Cl)c([N+](=O)[O-])c1)c1cccnc1
 : -1.4, 0.0, -11.3, 1.5
- C=CCc1c(C)nc2cc(-c3ccccc3)[nH]n2c1=O
 : 14.3, -0.1, 5.0, -3.2
- Cc1cc(C(F)(F)F)nc(CCNc2nncc(-c3ccc4c(c3)OCO4)n2)n1
 : 25.7, 0.1, 2.2, 0.7
- O=c1[nH]c2ccccc2cc1-c1noc(-c2ccncc2)n1
 : 5.7, 0.1, 8.4, -0.3
- COc1ccc(OCC(=O)N/N=C/c2ccc(O)c(O)c2)c(Br)c1
 : -9.9, -0.1, -6.4, 0.1
- c1ccc(Cn2c(SCC3CCCO3)nnc2C2CCN(Cc3ccoc3)CC2)cc1 (configuration not stated)
 : -10.2, -0.1, -14.1, 1.5
- CC(=O)NCCn1c(SCC(=O)Nc2ccccc2Cl)nc2ccccc2c1=O
 : -3.8, 0.1, 1.9, -1.6
- Nc1nonc1-n1nnc(C(=O)N/N=C/c2ccccc2F)c1CN1CCOCC1
 : -0.5, 0.5, 10.6, -2.1
- Cc1ccc(C(=O)CSc2nccn(-c3ccc(C)cc3)c2=O)cc1
 : -1.0, -0.1, 22.0, 1.3
- O=C1CCSc2c1cccc2C(=O)NCCCN1CCOCC1
 : -1.9, 0.0, 3.2, 1.7
- CC1CCN(C(=O)Cn2c(=O)oc3cc(S(=O)(=O)NC4CCCC4)ccc32)CC1
 : 4.5, -0.1, -3.4, -0.9
- COc1cc(C(=O)NCc2c(-c3ccccc3)nc3n2CCS3)cc(OC)c1OC
 : -4.8, -0.1, -3.2, -1.4
- COc1ccccc1CNC(=O)c1cnc(N2CCCC2)nc1
 : 7.8, 0.0, 3.8, -0.4
- O=C(Nc1ccc(SCc2ccccc2F)nn1)c1cccs1
 : -83.9, -0.1, 0.7, 0.3
- CCOC(=O)C1=C(C)Nc2ncnn2C1c1ccccc1F (configuration not stated)
 : -1.7, -0.2, 0.0, -2.0
- CC(=O)Nc1ccc(C(=O)NNC(=O)COc2ccc(Cl)cc2)cc1
 : 3.6, -0.1, 0.5, 1.4
- NC(=O)CCSc1n[nH]c(=S)s1
 : 3.0, -0.2, -6.4, -0.7

Four entries from above, field by field:
O=C(c1cnn2ccccc12)N1CCc2ccccc21
- TEAD-YAP block: -5.5
- FBW7 activator: 0.0
- MITF inh: 1.7
- GPR151 ag: -4.6
CC(C)c1ccc(NC(=O)Cc2ccccc2[N+](=O)[O-])cc1
- TEAD-YAP block: -47.5
- FBW7 activator: 0.5
- MITF inh: 13.9
- GPR151 ag: -1.6
Cc1ccc(C(=O)CSc2nccn(-c3ccc(C)cc3)c2=O)cc1
- TEAD-YAP block: -1.0
- FBW7 activator: -0.1
- MITF inh: 22.0
- GPR151 ag: 1.3
Cc1ccc(SCCC(=O)Nc2ccc(S(=O)(=O)N3CCOCC3)cc2)cc1
- TEAD-YAP block: 7.4
- FBW7 activator: 0.1
- MITF inh: -0.3
- GPR151 ag: 0.0

Further records follow.
Every second line gives: TEAD-YAP block, FBW7 activator, MITF inh, GPR151 ag
- O=C(NCc1ccco1)c1ccc(=O)[nH]c1
 : 6.3, -0.1, 12.1, 0.5
- COc1cc2c(cc1OC)CN(c1ncnc3sc4c(c13)CCC4)CC2
 : 13.8, 0.5, -4.5, -0.8
- CC(C)(C)c1ccc2c(c1)OCC(C(=O)O)O2 (configuration not stated)
 : 5.8, 0.4, 7.3, 1.4
- CC(C)c1ccc(Nc2nc(N3CCOCC3)nc(N3CCOCC3)n2)cc1
 : 1.7, 0.0, -1.6, 0.6

Screening results: PubChem BioAssay, The Scripps Research Institute Molecular Screening Center
